IDH1 mut inh = inhibitors of human IDH1 R132H. 0.18% of 70,000 active. AID 624101. inhibition, % at 10 µM. IDH1 R132H reductase, diaphorase/resazurin fluorescence, 60 min; in the data active = inhibition above about 34%;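 note: 0% = DMSO and 100% = no enzyme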
PRC2 inh = blocks human EZH2/PRC2 H3K27 methylation; DELFIA TRF, 1 h; inhibition, % at 12.5 µM; 0.35% of 57,000 active;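 active = mean inhibition of replicates at least 50% and every single replicate also reaching 50%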;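 note: dimethyl H3K27 on biotinylated H3 21-44 peptide detected by antibody; plate controls were median neutral control wells for no effect and median positive control wells for full effect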
Target sequence (Q15910 whole entry, looked up): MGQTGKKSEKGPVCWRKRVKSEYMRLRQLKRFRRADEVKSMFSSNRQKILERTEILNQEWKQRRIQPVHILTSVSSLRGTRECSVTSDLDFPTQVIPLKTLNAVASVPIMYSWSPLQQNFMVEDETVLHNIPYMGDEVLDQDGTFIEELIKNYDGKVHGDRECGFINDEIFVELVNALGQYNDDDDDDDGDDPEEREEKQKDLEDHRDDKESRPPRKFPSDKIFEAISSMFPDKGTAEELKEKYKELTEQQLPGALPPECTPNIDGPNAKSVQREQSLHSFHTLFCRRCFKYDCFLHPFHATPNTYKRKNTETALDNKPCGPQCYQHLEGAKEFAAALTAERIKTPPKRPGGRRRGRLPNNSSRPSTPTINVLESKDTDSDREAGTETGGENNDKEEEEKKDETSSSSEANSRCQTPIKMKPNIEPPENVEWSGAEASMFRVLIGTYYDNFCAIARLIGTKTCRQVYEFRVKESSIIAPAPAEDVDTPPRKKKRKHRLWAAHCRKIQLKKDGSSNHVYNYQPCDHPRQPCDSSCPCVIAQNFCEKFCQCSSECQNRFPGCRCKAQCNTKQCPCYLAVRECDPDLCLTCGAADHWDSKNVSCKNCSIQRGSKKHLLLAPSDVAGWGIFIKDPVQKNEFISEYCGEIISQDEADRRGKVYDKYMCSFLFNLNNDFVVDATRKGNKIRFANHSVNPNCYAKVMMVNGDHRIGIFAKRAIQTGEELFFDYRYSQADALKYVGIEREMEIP
An asterisk follows results filed as active; · = no result given.

SMILES	IDH1 mut inh	PRC2 inh
C[C@]1(C(=O)NCc2ccccc2)c2ccccc2C(=O)N(Cc2ccc(OC(F)(F)F)cc2)[C@H]1c1ccc(CO)cc1	0.0	1
CCCC(=O)Nc1ccc2c(c1)OC[C@H](C)N(C(C)=O)C[C@@H](C)[C@@H](OC)CN(C)C2=O	0.0	2
COc1ccc(NC(=O)N(C)C[C@@H]2Oc3c(NC(=O)C4CC4)cccc3C(=O)N([C@H](C)CO)C[C@@H]2C)cc1	1.5	·
C[C@H](CO)N1C[C@H](C)[C@H](CN(C)S(=O)(=O)c2cccs2)Oc2ccc(NC(=O)NC3CCCCC3)cc2C1=O	1.4	·
CCCN1C[C@@H](C)[C@H](OC)CN(C)C(=O)c2cc(NC(=O)C3CCOCC3)ccc2OC[C@@H]1C	0.3	5
COCC(=O)Nc1ccc2c(c1)[C@@H]1C[C@H](CC(=O)NCc3ccc(-c4ccccc4)cc3)O[C@H](CO)[C@@H]1O2	-0.2	-16
C[C@@H]1CN([C@@H](C)CO)C(=O)c2cc(NS(=O)(=O)c3ccccc3)ccc2O[C@@H](C)CCCCO[C@H]1CN(C)Cc1ccccc1	2.1	·
COc1ccc(CN(C)C[C@H]2Oc3ccc(NS(C)(=O)=O)cc3CC(=O)N([C@H](C)CO)C[C@@H]2C)cc1	1.3	-3
Cc1ccc(S(=O)(=O)N(C)CC(=O)Nc2ccc(Br)cc2F)cc1	-0.3	17
O=C(Nc1ccc2c(c1)OCO2)N[C@@H]1C=C[C@@H](CC(=O)N2CCN(c3ccccc3)CC2)O[C@@H]1CO	0.0	10
C[C@@H]1CCCCO[C@@H](CN(C)C(=O)CCCN(C)C)[C@@H](C)CN([C@H](C)CO)C(=O)c2cc(NC(=O)c3ccccc3)ccc2O1	·	1
CNC[C@@H]1OCCCC[C@H](C)Oc2ccc(N(C)C)cc2C(=O)N([C@H](C)CO)C[C@@H]1C	-2.3	5
C[C@H]1CCCCO[C@@H](CN(C)Cc2ccccc2)[C@@H](C)CN([C@@H](C)CO)C(=O)c2cc(NS(=O)(=O)c3ccccc3)ccc2O1	-3.9	·
Cc1noc(C)c1S(=O)(=O)Nc1ccc2c(c1)CC(=O)N([C@H](C)CO)C[C@H](C)[C@H](CN(C)C(=O)Nc1cccc3ccccc13)O2	1.9	·
C[C@@H]1CN([C@H](C)CO)C(=O)c2cc(C#CC(C)(C)O)cnc2O[C@@H]1CN(C)Cc1cccc(F)c1	-0.3	12
Cc1ccc(S(=O)(=O)N(C)C[C@@H]2Oc3ccc(NC(=O)CCN4CCOCC4)cc3CC(=O)N([C@H](C)CO)C[C@@H]2C)cc1	-5.0	-17
COc1ccc(C)cc1S(=O)(=O)N(C)CC(=O)Nc1ccc(Br)cc1F	0.0	-7
C[C@@H]1CN([C@H](C)CO)C(=O)CCCn2nncc2CO[C@@H]1CN(C)Cc1ccc(O)cc1	2.0	11
C[C@@H]1CN([C@@H](C)CO)S(=O)(=O)c2ccc(-c3cccnc3)cc2O[C@@H]1CN(C)Cc1cncnc1	-0.7	5
Cc1ccccc1NC(=O)NCCCN1CCN(C)CC1	0.0	2
C/C=C/c1ccc2c(c1)O[C@@H](CN(C)Cc1ccccc1F)[C@H](C)CN([C@@H](C)CO)S2(=O)=O	0.1	31
C[C@H](NC(=O)C[C@@H]1CC[C@H](NC(=O)c2cccnc2)[C@H](CO)O1)c1ccccc1	-0.2	15
COc1ccccc1-c1cccc(-c2nc(C(=O)NCc3ccncc3)cc3c2[C@@H](CCO)N([S@](=O)C(C)(C)C)C3)c1	-0.2	2
C[C@H](CO)N1C[C@H](C)[C@@H](CN(C)C(=O)C2CC2)Oc2ncc(C#Cc3cccc(F)c3)cc2C1=O	0.1	-6
CC(C)C#Cc1ccc2c(c1)O[C@H](CN(C)Cc1cccnc1)[C@@H](C)CN([C@H](C)CO)S2(=O)=O	1.5	-2
COc1ccc(NC(=O)COc2ccccc2OC)cc1OC	-1.4	·
COc1ccc(C)cc1NC(=O)NCCc1ccc(OC)c(OC)c1	-0.1	16
Cn1cnnc1SCC(=O)Nc1ccc(Cl)cc1	0.1	1
Nc1ccc(-c2nnc(SCC(=O)Nc3ccc(Br)cc3F)n2-c2ccccc2)cc1	0.8	-6
Cc1noc(C)c1NC(=O)N[C@@H]1CC[C@@H](CC(=O)N2CCN(C)CC2)O[C@H]1CO	-0.3	3

Shown as a markdown table: 11 of the compounds above
| Structure | IDH1 mut inh | PRC2 inh |
| --- | --- | --- |
| Cc1ccccc1NC(=O)NCCCN1CCN(C)CC1 | 0.0 | 2 |
| C/C=C/c1ccc2c(c1)O[C@@H](CN(C)Cc1ccccc1F)[C@H](C)CN([C@@H](C)CO)S2(=O)=O | 0.1 | 31 |
| C[C@H](NC(=O)C[C@@H]1CC[C@H](NC(=O)c2cccnc2)[C@H](CO)O1)c1ccccc1 | -0.2 | 15 |
| COc1ccccc1-c1cccc(-c2nc(C(=O)NCc3ccncc3)cc3c2[C@@H](CCO)N([S@](=O)C(C)(C)C)C3)c1 | -0.2 | 2 |
| C[C@H](CO)N1C[C@H](C)[C@@H](CN(C)C(=O)C2CC2)Oc2ncc(C#Cc3cccc(F)c3)cc2C1=O | 0.1 | -6 |
| CC(C)C#Cc1ccc2c(c1)O[C@H](CN(C)Cc1cccnc1)[C@@H](C)CN([C@H](C)CO)S2(=O)=O | 1.5 | -2 |
| COc1ccc(NC(=O)COc2ccccc2OC)cc1OC | -1.4 | · |
| COc1ccc(C)cc1NC(=O)NCCc1ccc(OC)c(OC)c1 | -0.1 | 16 |
| Cn1cnnc1SCC(=O)Nc1ccc(Cl)cc1 | 0.1 | 1 |
| Nc1ccc(-c2nnc(SCC(=O)Nc3ccc(Br)cc3F)n2-c2ccccc2)cc1 | 0.8 | -6 |
| Cc1noc(C)c1NC(=O)N[C@@H]1CC[C@@H](CC(=O)N2CCN(C)CC2)O[C@H]1CO | -0.3 | 3 |

(listing goes on)
SMILES	IDH1 mut inh	PRC2 inh
CN1CCN(C(=O)C2=C[C@@H](C3CC3)C[C@@H](OCc3ccc(CO)cc3)O2)CC1	·	6
C[C@H](CO)N1C[C@H](C)[C@H](CN(C)Cc2ccc(C(=O)Nc3ccccc3N)cc2)Oc2ccc(NS(=O)(=O)c3ccc(F)cc3)cc2CC1=O	0.2	·
COc1ccc2cc(S(=O)(=O)NCCCN3CCOCC3)ccc2c1	-0.1	-8
O=C(O)CNS(=O)(=O)c1ccc(Cl)c(Cl)c1	0.4	-1
O=S(=O)(N[C@H]1CC[C@H](CCn2cc(C3(O)CCCC3)nn2)O[C@H]1CO)c1ccc(Cl)cc1	-0.3	-17
Cc1noc(C)c1S(=O)(=O)Nc1ccc2c(c1)CC(=O)N([C@@H](C)CO)C[C@@H](C)[C@H](CN(C)Cc1ccc(C(=O)O)cc1)O2	2.6	·
C[C@@H]1CN([C@H](C)CO)C(=O)c2cc(NS(=O)(=O)c3ccccc3)ccc2O[C@@H]1CN(C)S(=O)(=O)c1ccc(F)cc1	-1.7	·
O=C(O)C[C@H]1C[C@@H]2c3cc(NC(=O)C4CCC4)ccc3O[C@@H]2[C@H](CO)O1	0.3	5
O=C(CN1CCOCC1)Nc1ccccc1[N+](=O)[O-]	-0.1	6
C[C@H]1CN([C@@H](C)CO)C(=O)c2cc(NC(=O)Nc3ccccc3)ccc2O[C@H]1CN(C)C(=O)Nc1ccc(F)cc1	4.0	·
C[C@H]1CN([C@@H](C)CO)C(=O)CCCn2nncc2CO[C@@H]1CN(C)Cc1ccc(C(=O)O)cc1	3.2	·
COc1ccc(S(=O)(=O)Nc2cccc3c2O[C@@H](CN(C)C(=O)NC2CCCCC2)[C@H](C)CN([C@@H](C)CO)C3=O)cc1	-7.7	·
C[C@@H]1CN([C@@H](C)CO)C(=O)c2ccccc2-c2ccccc2CO[C@@H]1CN(C)Cc1ccc(C(=O)O)cc1	-3.9	-7
C[C@@H]1CCCCO[C@H](CN(C)S(=O)(=O)c2ccccc2)[C@@H](C)CN([C@H](C)CO)C(=O)c2cc(NC(=O)CCCCCC(=O)Nc3ccccc3N)ccc2O1	-0.2	-6
c1ccc2[nH]c(CCc3nc4ccccc4[nH]3)nc2c1	0.6	14
C[C@@H]1CN([C@H](C)CO)C(=O)Cc2cc(NC(=O)C3CCCCC3)ccc2O[C@H]1CN(C)S(=O)(=O)c1ccc(F)cc1	0.5	·
C[C@@H]1CN([C@@H](C)CO)C(=O)Cc2cc(N(C)C)ccc2O[C@H]1CN(C)CC1CCCCC1	-4.9	-13
O=C(CCCCCCC(=O)Nc1ccccc1O)N/N=C/c1ccc(O)c2ccccc12	0.5	17
C[C@H](CO)N1C[C@H](C)[C@H](CN(C)Cc2ccccc2)Oc2ccc(N(C)C)cc2CC1=O	-2.9	0
COc1ccc(NC(=O)Nc2ccc3c(c2)C(=O)N([C@@H](C)CO)C[C@@H](C)[C@@H](CN(C)C(=O)Nc2c(C)noc2C)O3)cc1	1.0	·
COc1ccc(-c2cn(CC[C@@H]3CC[C@H](NC(=O)CCN4CCCCC4)[C@@H](CO)O3)nn2)cc1	-0.2	-7
O=C(N/N=C/c1ccc(B(O)O)cc1)c1ccccn1	·	-20
O=C(Nc1ccccc1F)N[C@@H]1CC[C@H](CCNC(=O)C2CC2)O[C@H]1CO	0.5	5
C[C@@H]1CN([C@H](C)CO)S(=O)(=O)c2ccc(-c3ccccc3)cc2O[C@H]1CN(C)S(=O)(=O)c1ccccc1F	-0.1	·
Cc1ccccc1S(=O)(=O)NCC[C@H]1CC[C@H](NC(=O)C2CCCCC2)[C@H](CO)O1	88*	-6
C[C@@H]1CN([C@H](C)CO)S(=O)(=O)c2ccc(-c3ccc(C#N)cc3)cc2O[C@H]1CN(C)C(=O)C1CC1	0.3	2
CCn1c(SCC(=O)c2ccc(OC)cc2)nnc1-c1ccc(Cl)cc1	-0.5	-4
O=C(NCC[C@H]1CC[C@H](NC(=O)C2CCCCC2)[C@H](CO)O1)c1cc(Cl)cc(Cl)c1	-1.0	-8
C[C@@H]1CN([C@H](C)CO)C(=O)c2cccc(NC(=O)Nc3ccc(C(F)(F)F)cc3)c2O[C@H]1CN(C)Cc1ccc(-c2ccccc2)cc1	1.6	·
COC(=O)C[C@@H]1C[C@H]2c3cc(NC(=O)c4cccnc4)ccc3O[C@H]2[C@@H](CO)O1	0.0	-3
C[C@@H]1CN([C@@H](C)CO)S(=O)(=O)c2ccc(-c3cncnc3)cc2O[C@@H]1CN(C)C(=O)C1CCCCC1	-3.7	7
COCCn1c(SCC(=O)N2CCOCC2)nc2c(c1=O)SC(C)C2 (stereo not given)	1.4	14
C[C@@H]1CN([C@H](C)CO)C(=O)c2cc(C#CC3CC3)cnc2O[C@@H]1CN(C)C	0.7	-11
C[C@H]1CN([C@@H](C)CO)S(=O)(=O)c2ccc(C#CCN(C)C)cc2O[C@H]1CN(C)Cc1ccccc1F	-0.4	·
COc1ccc(CN(C)C[C@H]2Oc3c(NC(=O)C4CCCCC4)cccc3C(=O)N([C@H](C)CO)C[C@H]2C)cc1	·	1
C[C@@H]1CCCCO[C@@H](CN(C)S(=O)(=O)c2cn(C)cn2)[C@H](C)CN([C@H](C)CO)C(=O)c2cc(NC(=O)Nc3ccc(C(F)(F)F)cc3)ccc2O1	0.3	·
O=C(O)CCCCCC(=O)N/N=C/c1ccc[nH]1	·	7
CO[C@H]1CN(C)C(=O)c2ccc(NS(=O)(=O)c3ccc(Cl)cc3)cc2OC[C@H](C)N(C(=O)NC(C)C)C[C@@H]1C	0.5	10
CO[C@@H]1CN(C)C(=O)c2ccc(NC(=O)C3CCCCC3)cc2OC[C@H](C)N(C)C[C@@H]1C	-0.3	0
COc1ccc(NC(=O)Nc2ccc3c(c2)C(=O)N([C@@H](C)CO)C[C@H](C)[C@H](CN(C)CC2CCCCC2)O3)cc1	1.9	2
CCCNC(=O)C[C@@H]1C[C@@H]2c3cc(NC(=O)Cc4ccncc4)ccc3O[C@@H]2[C@@H](CO)O1	-0.8	-2
Cc1ccc(S(=O)(=O)Nc2ccc3c(c2)C(=O)N([C@@H](C)CO)C[C@@H](C)[C@@H](CN(C)C(=O)NC2CCCCC2)OCCCC[C@@H](C)O3)cc1	-0.1	·
CC(C)CC1CC(=O)NC(N)=N1 (stereo not given)	-0.4	-7
CC(C)C#Cc1cnc2c(c1)C(=O)N([C@H](C)CO)C[C@@H](C)[C@@H](CN(C)C(=O)Nc1ccccc1F)O2	2.0	·
C[C@H](CO)N1C[C@H](C)[C@H](CN(C)S(=O)(=O)c2ccc(F)cc2)OCc2ccccc2-c2ccccc2C1=O	-0.5	-19
CO[C@@H]1CN(C)C(=O)c2cc(NC(=O)NC(C)C)ccc2OC[C@H](C)N(Cc2cncnc2)C[C@@H]1C	·	10
C[C@@H]1CN([C@@H](C)CO)S(=O)(=O)c2ccc(C#CC3(O)CCCC3)cc2O[C@@H]1CN(C)C(=O)c1ccccc1	-0.2	-12
COc1ccc(S(=O)(=O)Nc2cccc3c2O[C@@H](CN(C)S(=O)(=O)c2cn(C)cn2)[C@@H](C)CN([C@H](C)CO)C3=O)cc1	-6.0	·
COc1ccc(CN(C)C[C@H]2OCCCC[C@H](C)Oc3ccc(NS(=O)(=O)c4c(C)noc4C)cc3C(=O)N([C@@H](C)CO)C[C@@H]2C)cc1	-1.6	·
Cc1ccc(S(=O)(=O)Nc2ccc3c(c2)CC(=O)N([C@H](C)CO)C[C@H](C)[C@H](CN(C)Cc2ccc(C(=O)Nc4ccccc4N)cc2)O3)cc1	0.3	-10
C[C@@H]1CN([C@H](C)CO)C(=O)Cc2cc(NC(=O)Nc3cccc4ccccc34)ccc2O[C@H]1CN(C)CC1CCCCC1	0.0	·
CC(C)CC#Cc1ccc2c(c1)O[C@@H](CN(C)Cc1cccnc1)[C@H](C)CN([C@H](C)CO)S2(=O)=O	19	41
CC(Oc1ccc2c(=O)c(-c3ccc(Cl)cc3)c(C(F)(F)F)oc2c1)C(=O)O (stereo not given)	-0.1	2

High-throughput results from PubChem.

The list is partial; rates above refer to the full screens.
